# Chronic BCR inh = qHTS Assay to Find Inhibitors of Chronic Active B-Cell Receptor Signaling; ABC-DLBCL IkBa-CBG/CBR reporter, luminescence ratio, 4 h; Potency, µM (top dose mostly 46.1 µM), for the others: top-dose ratio change, negative = lower green/red ratio, actives largely listed as inhibitors; actives 0.05% (n = 340,000); active = well fitted inhibition curve with a large enough effect in the signal ratio, with a control signal flat, not every such curve was filed as active; inconclusive = small, poorly fitted or top-dose-only effect, or effect the other way, or a change in a side signal; the % refers to the signal ratio;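 also: potency is read from the fitted curve at half-maximal effect; plate controls were basal doxycycline-induced cells for no effect and cells given 10 µM MG132 for full effect; MG132 reads +100%, hits lower the ratio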
#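 TMD8 ABC-DLBCL cells carrying doxycycline-inducible green luciferase fused to IkappaBalpha plus unfused red luciferase were exposed to compounds (up to 46 uM) for 4 hrs at 37C. Activity came from the overlap-corrected green/red luminescence ratio.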
# TSHR antagonist = Antagonists of the Thyroid Stimulating Hormone Receptor: HTS campaign; TSHR-expressing cells, TSH-stimulated cAMP HTRF, 2 h; active compounds read low; activity change, negative = inhibition, % at 11.5 µM; actives 0.2% (n = 330,000); AID 504810, 2011;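 active = activity change below a set negative limit, meaning inhibition stronger than a set level, cut at about -70% in these data; inconclusive = activity change between two set negative limits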; also: % is scaled to controls: 0 for no effect and ±100 for the full control effect
#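 Freshly harvested TSHR cells receive pin-tooled compound, then EC80 TSH at 4nM final. After 2 hours at 37 deg C, antibody in lysis buffer and cAMP-d2 are added; 30 minutes at ambient temperature precede the HTRF read.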
# TCR act = Activators of T cell receptors: qHTS campaign; primary human leukocytes, anti-CD3, IL-2 HTRF, 48 h; Potency, µM (series often up to 9.22 µM), for inactives: at the highest dose activation of IL-2 secretion, actives largely listed as activators; 330,000 tested, under 10 active; AID 504894, 2011; also: % of control where 0% means no effect
#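 48 hr co-incubation of compounds, a-CD3 beads and primary human leukocytes; IL-2 quantified homogeneously by HTRF with anti-IL-2 K and d2 conjugates.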
# hERG WT inh = qHTS for Inhibitors of KCHN2 3.1: Wildtype qHTS; Voltage-gated inwardly rectifying potassium channel KCNH2 (Homo sapiens), Q12809; U2OS, BacMam KCNH2, thallium flux FluxOr; active compounds read low; activity change, % at 1.84 µM; actives 0.37% (n = 340,000);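 active = maximum activity change below -70%; inconclusive = maximum activity change between -70% and -50%; inactive = maximum activity change above -50%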; also: % is scaled to controls: 0 for no effect and ±100 for the full control effect
#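 U2OS cells were transduced with wild-type KCNH2 virus (2.03 x 10^8 / mL) for 4 h at room temperature, then cultured overnight at 37 C. Thallium flux was read with FluxOr dye. Rate constants were normalized to DMSO controls.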
# Tb PFK block = qHTS Assay to Find Inhibitors of T. brucei phosphofructokinase | T. brucei PFK, ADP-Glo luminescence | ATP-dependent 6-phosphofructokinase (Trypanosoma brucei brucei), O15648 | actives 0.17% (n = 330,000) | Potency, µM (doses to about 57.5 µM), without a hit: top-dose activity, negative = inhibition, actives largely listed as inhibitors;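 also: potency is read from the fitted curve at half-maximal effect; 0% = uninhibited 1x PFK enzyme wells and -100% = no-enzyme wells; nearly all actives have a fitted effect of over 60% in size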
# Target sequence (O15648 whole entry, looked up): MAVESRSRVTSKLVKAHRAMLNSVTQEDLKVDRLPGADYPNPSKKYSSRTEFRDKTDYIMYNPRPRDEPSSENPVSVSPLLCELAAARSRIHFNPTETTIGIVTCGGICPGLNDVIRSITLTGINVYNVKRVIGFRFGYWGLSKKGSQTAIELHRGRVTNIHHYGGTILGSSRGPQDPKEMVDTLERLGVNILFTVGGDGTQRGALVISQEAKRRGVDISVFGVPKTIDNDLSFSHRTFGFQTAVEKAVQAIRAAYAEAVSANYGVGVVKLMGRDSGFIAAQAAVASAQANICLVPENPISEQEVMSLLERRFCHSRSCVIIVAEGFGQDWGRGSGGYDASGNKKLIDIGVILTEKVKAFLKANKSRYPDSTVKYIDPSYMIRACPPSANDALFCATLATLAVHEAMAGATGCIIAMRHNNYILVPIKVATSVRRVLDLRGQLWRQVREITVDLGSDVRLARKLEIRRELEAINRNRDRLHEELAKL
#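 Luminescent ADP detection (ADP-Glo, two-step: ATP depletion then ADP-to-ATP conversion for luciferase) reported PFK activity after 45 min room-temperature reaction of 1.25 nM enzyme with 0.5 mM F6P and 0.1 mM ATP at pH 8.0.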
# AT treatment = qHTS Assay for Identifying a Potential Treatment of Ataxia-Telangiectasia; […] A-T fibroblasts, KAP-1 phosphorylation AlphaLISA; neocarzinostatin DNA damage 30 min before lysis; Potency, µM (series often up to 57.5 µM), inactives show at the top dose activation, hits mostly activators; actives 0.19% (n = 320,000); also: potency is read from the fitted curve at half-maximal effect; % of control where 0% means no effect; nearly all actives have a fitted effect of over 45% in size
#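 hTERT-immortalized A-T patient fibroblasts ([…]), 500 cells/well in OPTI-MEM, 1% FBS, got compounds for 60 min, then NCS for 30 min at 37C. Lysates were then assayed for phospho-KAP-1 by AlphaLISA (anti-pKAP1 donor, anti-KAP1 acceptor beads), 6 hr at 25C.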
# Coupling enz = qHTS Assay for Inhibitors of Fructose-1,6-bisphosphate Aldolase from Giardia Lamblia: Coupling assay counterscreen | coupling enzyme system counterscreen, AmpLite Red fluorescence | actives 0.67% (n = 290,000) | activity change, negative = inhibition, % at 58.2 µM, hits read low; in the data active = activity change below about -30%; also: % is scaled to controls: 0 for no effect and ±100 for the full control effect
#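 Coupling enzymes only (glyceraldehyde-3-phosphate) + compound, at 57.5 uM final, 10 min RT; add substrate/coupling/AmpLite Red mix, 20 min RT; fluorescence ex 525/em 598 nm. Actives flag coupling-system interference.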
# Giardia kill = Small Molecules that selectively kill Giardia lamblia: qHTS. Giardia lamblia trophozoite viability. activity change, % at 7.66 µM, hits read low. actives 0.15% (n = 340,000). AID 540267, 2011; in the data active = activity change below about -80%; inconclusive = between about -30% and that limit;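 also: parasites exposed to compound for two days anaerobically before the ATP read; % is scaled to controls: 0 for no effect and ±100 for the full control effect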
#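 Killing of trophozoites was scored by loss of ATP luminescence after a 48 hrs anaerobic exposure to compounds at 37 deg C, using 100 cells per well.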
# GALK inh = qHTS Assay for Inhibitors of Human Galactokinase (GALK) | P51570 | Purified GALK, Kinase-Glo residual ATP luminescence | Potency, µM (top dose mostly 57.5 µM), for inactives: at the top dose activity change, negative = inhibition, usual class: inhibitors | actives 0.007% (n = 270,000); also: potency is read from the fitted curve at half-maximal effect; % is scaled to controls: 0 for no effect and ±100 for the full control effect
# Target sequence (P51570 whole entry, looked up): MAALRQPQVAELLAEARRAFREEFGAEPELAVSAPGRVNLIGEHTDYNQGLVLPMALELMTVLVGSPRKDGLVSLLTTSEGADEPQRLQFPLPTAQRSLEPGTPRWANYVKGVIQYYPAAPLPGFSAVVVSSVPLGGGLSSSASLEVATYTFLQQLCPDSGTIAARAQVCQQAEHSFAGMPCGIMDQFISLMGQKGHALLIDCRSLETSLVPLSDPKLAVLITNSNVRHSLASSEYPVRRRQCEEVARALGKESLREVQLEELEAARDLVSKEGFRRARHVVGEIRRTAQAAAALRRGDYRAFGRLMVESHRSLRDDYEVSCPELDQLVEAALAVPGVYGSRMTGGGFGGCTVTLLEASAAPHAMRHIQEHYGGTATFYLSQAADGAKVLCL
#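 Human GALK (5 nM) with 35 uM ATP and 100 uM galactose in 20 mM HEPES pH 8.0, 5 mM MgCl2, 60 mM NaCl, 1 mM DTT, 0.01% BSA. After 1 h at room temperature, leftover ATP was read by Kinase-Glo Plus luminescence.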
# MLL CXXC-DNA inh = qHTS Fluorescence Polarization Assay for Inhibitors of MLL CXXC domain - DNA interaction. Potency, µM (top dose mostly 115 µM), for inactives: top-dose activity change, negative = inhibition, actives largely listed as inhibitors. MLL-CXXC / FITC-HOXA9 DNA fluorescence polarization. actives 0.037% (n = 290,000); active = well fitted inhibition curve with a large enough effect in the polarisation, with a control signal flat, not every such curve was filed as active; inconclusive = small, poorly fitted or top-dose-only effect, or effect the other way, or a change in a side signal; inactive = no such curve, though single readings can be large or run the other way; the % refers to the polarisation; also: potency is read from the fitted curve at half-maximal effect
#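 Fluorescence polarization: 7 uM MLL-CXXC (stock) preincubated 5 min with compounds, then 50 nM fluorescein-HOX-A9 DNA (stock) added; 30 min ambient. Buffer 50 mM Tris-HCl pH 7.5, 50 mM NaCl, 1 mM DTT, 0.05% BSA.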
# * hit, by the source's call; ? = inconclusive; . = no result given; [ ] = dose if it differs, or a comment. Unless noted, calls follow the shape of the dose curve; as a rule, active = well fitted curve in the direction sought with a large enough effect; inconclusive = small, poorly fitted or top-dose-only effect, or another doubt; inactive = no such curve, though single readings can be large; an effect the other way counts as inactive or inconclusive.
SMILES,Chronic BCR inh,TSHR antagonist,TCR act,hERG WT inh,Tb PFK block,AT treatment,Coupling enz,Giardia kill,GALK inh,MLL CXXC-DNA inh
Cc1coc2c(C)c3oc(=O)c(CCC(=O)N4C[C@H]5C[C@@H](C4)c4cccc(=O)n4C5)c(C)c3cc12,8%,-9,-3%,4,-1%,1%,0,-20,.,-8%
C/C(CC(=O)Nc1ccc2c(c1)OCO2)=N\NC(=O)c1ccccc1N,?,9,6%,31,-4%,-8%,-3,8,2%,7%
CN(C=C1C(=O)CC(C)(C)CC1=O)CCN1CCNCC1,?,-9,-2%,1,10%,1%,-2,-4,0%,-2%
COc1ccc(S(=O)(=O)Nc2cc(Cl)ccc2-n2cncn2)cc1,4%,11,0%,-5,3%,2%,.,-27,.,.
CC(=O)Nn1cc2c(c1-c1ccccc1)c(=O)n(C)c(=O)n2C,3%,8,0%,-10,-7%,2%,-1,-4,4%,-1%
Cc1ccc2c(c1)C1CN(C)CCC1N2C(=S)Nc1ccc(Cl)cc1Cl (configuration not stated),-1%,-5,3%,-5,-10%,-4%,0,-3,-1%,-3%
O=C1CCC(C(=O)N2CCOCC2)CN1Cc1ccc(Cl)cc1 (configuration not stated),?,9,1%,12,-8%,8%,0,-14,2%,-2%
COc1ccc(CCC(=O)Nc2nccs2)cc1OC,4%,5,-5%,-2,4%,-5%,0,-3,3%,-2%
CCOc1cc(CNn2nnnc2N)cc(Cl)c1OCC(=O)NC(C)(C)C,-5%,-2,5%,0,-5%,2%,0,-11,0%,-3%
COc1cccc(-c2nc(CS(=O)CC(=O)NC3CCCCC3)c(C)o2)c1 (configuration not stated),3%,6,3%,11,0%,1%,-2,12,.,.
COc1ccc(CCNCC(O)COc2ccc(Cl)cc2)cc1OC (configuration not stated),1%,5,-9%,37,8%,-7%,-1,-12,-3%,?
Cc1cc(S(=O)(=O)NCc2cccnc2)ccc1-n1cnnn1,-10%,-6,-2%,-14,-2%,0%,2,-3,1%,1%

# The last 5 compounds of the part before come first, to join the parts.
SMILES,Chronic BCR inh,TSHR antagonist,TCR act,hERG WT inh,Tb PFK block,AT treatment,Coupling enz,Giardia kill,GALK inh,MLL CXXC-DNA inh
COc1ccc(CCC(=O)Nc2nccs2)cc1OC,4%,5,-5%,-2,4%,-5%,0,-3,3%,-2%
CCOc1cc(CNn2nnnc2N)cc(Cl)c1OCC(=O)NC(C)(C)C,-5%,-2,5%,0,-5%,2%,0,-11,0%,-3%
COc1cccc(-c2nc(CS(=O)CC(=O)NC3CCCCC3)c(C)o2)c1 (configuration not stated),3%,6,3%,11,0%,1%,-2,12,.,.
COc1ccc(CCNCC(O)COc2ccc(Cl)cc2)cc1OC (configuration not stated),1%,5,-9%,37,8%,-7%,-1,-12,-3%,?
Cc1cc(S(=O)(=O)NCc2cccnc2)ccc1-n1cnnn1,-10%,-6,-2%,-14,-2%,0%,2,-3,1%,1%
Cc1cc(C)c2sc(N(CCCN(C)C)C(=O)CN3C(=O)c4ccccc4C3=O)nc2c1,-18%,-1,-4%,3,11%,-3%,0,-16,-3%,33%[activator]
CCCN(C(=O)CCNC(=O)c1ccc(Cl)cc1)c1c(N)n(Cc2ccccc2)c(=O)[nH]c1=O,6%,16,1%,1,-2%,0%,.,12,.,.
Cc1cc(C)cc(N(CCC#N)C(=O)COC(=O)CN2C(=O)NC(C)(C)C2=O)c1,-6%,-7,-1%,20,1%,1%,.,-5,.,.
COc1cc2nc(N3CCN(C(=O)OCc4ccccc4)[C@H](C(=O)NC(C)(C)C)C3)nc(N)c2cc1OC,-12%,6,5%,1,-3%,-10%,-4,-29,.,.
Cc1ccc(CNC(=O)c2ccc(N3CCC4(CC3)CC(c3ccccc3)=NO4)c(NC(=O)c3ccc(Br)cc3)c2)cc1,5%,9,8%,-1,6%,-5%,1,0,.,34%[activator]
Cc1cc(NC(=O)COC(=O)c2ccc(S(=O)(=O)C(F)F)cc2)n(-c2ccccc2)n1,-5%,-8,-4%,4,-1%,2%,.,-14,.,.
Cc1cccc(CCN=C(N)NS(=O)(=O)c2ccccc2)c1,0%,10,-5%,-2,-2%,4%,.,14,4%,-2%
Cc1nnc(SCC(=O)NC2CCCCC2)n1N,-1%,15,3%,-6,0%,10%,.,-9,.,.
O=C(NCc1ccc2c(c1)OCO2)c1nn(-c2ccccc2)c(=O)c2ccccc12,?,-11,0%,15,2%,0%,0,3,-3%,11%
COC(=O)C1=C(C)N(Cc2ccco2)C(=O)N[C@@H]1c1ccc(Br)cc1,.,.,-6%,-1,.,.,3,28,.,.
Cc1oc(-c2ccccc2Cl)nc1CS(=O)CC(=O)NCc1ccc2c(c1)OCO2 (configuration not stated),-6%,3,-3%,-9,2%,-3%,.,7,-3%,6%
Cc1ccc(CC2S/C(=N/N=C/c3ccco3)NC2=O)cc1 (configuration not stated),?,19,-1%,-2,-4%,9%,4,-3,4%,8%
CCCCNC(=S)Nc1cc(S(=O)(=O)N2CCCCC2)ccc1C,-3%,-3,1%,1,2%,1%,-4,-2,0%,5%
CCOC(=O)N1CCN(C(=O)CN(C)S(=O)(=O)c2ccc(Cl)cc2)CC1,1%,13,2%,-18,-1%,3%,0,-20,-4%,0%
Cc1cccc(C)c1NC(=O)CN(C)C(=O)C1CC1C (configuration not stated),2%,-8,-12%,-17,-2%,-4%,.,-2,.,.
O=C(CNc1ccc2ccccc2c1)N/N=C/C=C/c1cccc([N+](=O)[O-])c1,3%,2,-3%[46.1 µM],-3,-6%,0%,3,12,-1%,4%
Cc1ccc(C(=O)CCC(=O)OCC(=O)N(C)c2c(N)n(Cc3ccccc3)c(=O)[nH]c2=O)cc1,-5%,-7,-3%,0,-5%,4%,.,1,.,.
COc1ccc(N2CCN(C(=O)CC(NC(N)=O)c3cccc(Oc4ccccc4)c3)CC2)cc1 (configuration not stated),3%,-11,.,6,-7%,1%,1,-6,-3%,25%
COc1ccc(NC(=O)c2cccnc2Sc2ccccc2)c(OC)c1,-1%,-2,-7%[46.1 µM],-5,0%,0%,-2,?,0%,4%
CCC(C)(C)c1ccc(OCCCC[n+]2ccccc2)c(C(C)(C)CC)c1,?,4,-1%,-8,4%,1%,1,4,1%,9%
Cn1cccc1C(=O)OCC(=O)Nc1cc(C(C)(C)C)nn1-c1ccccc1,-1%,-1,4%,6,-2%,7%,2,-1,2%,9%
CCOC(=O)CSc1nnc2c(n1)C1(C)CCC2C1(C)C (configuration not stated),?,5,-1%,-5,-9%,-3%,5,2,3%,-4%
COc1ccccc1C(=O)Nc1nc(N)n(-c2ccccc2)n1,?,4,5%,21,-4%,1%,0,-5,0%,-5%
CC(=O)NCCNC(=O)c1cccc(NS(=O)(=O)c2ccc3c(c2)OCCO3)c1,0%,0,-3%,0,-2%,0%,.,-3,.,.
COc1ccc(CN(C)CC(=O)Nc2ccccc2C(F)(F)F)c(OC)c1,1%,0,1%[46.1 µM],6,-6%,8%,-1,-20,-2%,10%
CCN1CCN(c2nc(Nc3cc(OC)ccc3OC)nc(Nc3cc(OC)ccc3OC)n2)CC1,?,13,4%,11,-18%,-17%,-3,23,-2%,2%
COCCN(Cc1cc2cc(C)ccc2nc1Cl)C(=O)Nc1ccccc1C,2%,0,5%,-2,1%,-4%,1,1,1%,-1%
O=C(NC1CCCCC1)c1ccc(OC2CCN(Cc3ccccn3)CC2)cc1,4%,-2,-4%,-11,-5%,2%,.,-6,9%,-9%
CCc1nc2nc(C)c(NS(=O)(=O)c3ccc(Br)s3)c(=O)n2[nH]1,3%,17,-3%,-3,-17%,-1%,-2,-22,-2%,-7%
